SRC1 TRFRET art: TR-FRET detection interference compounds, primary screen, artefact control for PPARgamma SRC-1 recruitment agonists, biochemical, TR-FRET emission ratio | TR-FRET detection artefact counter-screen; stronger effect = higher value | TR-FRET ratio at 8 µM | hit rate 0.34% among 99,000 | AID 1051, 2008; in the data active means TR-FRET ratio above about 2300; further: inactives centre near 1800
SRC3 TRFRET art: TR-FRET detection interference compounds, artefact control for PPARgamma SRC-3 recruitment agonists, biochemical, TR-FRET ratio; TR-FRET artefact counter-screen, PPARgamma/SRC-3 format; stronger effect = higher value; TR-FRET ratio at 8 µM; hit rate 0.39% among 99,000; in the data active means TR-FRET ratio above about 2000; further: inactives centre near 1600
Active calls of the source: *.

For CCC1=NN(C(=O)Cc2ccccc2)C(O)(c2ccncc2)C1 (centres undefined) the results were SRC1 TRFRET art 1656 and SRC3 TRFRET art 1481.
For Cc1cc(NC(=S)NC(=O)/C=C/c2ccc(S(=O)(=O)N3CCOCC3)cc2)ccc1Br the results were SRC1 TRFRET art 1620 and SRC3 TRFRET art 1493.
`Cn1cccc1C(=O)OCC(=O)N1c2ccccc2NC(=O)C1(C)C` gave SRC1 TRFRET art 1882 and SRC3 TRFRET art 1819.
O=C(COc1ccc2ccc(=O)oc2c1)N1CCN(c2ccccc2)CC1 was read as SRC1 TRFRET art 1885 and SRC3 TRFRET art 1690.
CCS(=O)(=O)CCn1c([N+](=O)[O-])cnc1C was read as SRC1 TRFRET art 1644 and SRC3 TRFRET art 1519.
Screening CC(Oc1cccc2cccnc12)C(=O)N/N=C/c1ccccc1 (centres undefined) returned SRC1 TRFRET art 1578 and SRC3 TRFRET art 1631.
`CCOC(=O)c1cc([N+](=O)[O-])c([N+](=O)[O-])cc1NC(C)=O` gave SRC1 TRFRET art 1749 and SRC3 TRFRET art 1181.
`CCN(CC)S(=O)(=O)c1cccc(C(=O)OCC(=O)c2ccc3c(c2)OCCO3)c1` gave SRC1 TRFRET art 1707 and SRC3 TRFRET art 1987.
Screening CCOC(=O)c1sc2ncn(CC(=O)NCC3CCCO3)c(=O)c2c1C (centres undefined) returned SRC1 TRFRET art 1807 and SRC3 TRFRET art 1445.
Screening O=C(CNC(=O)c1cccc(Br)c1)N/N=C/c1cn[nH]c1-c1ccccc1 returned SRC1 TRFRET art 1926 and SRC3 TRFRET art 1575.
`CC(C)C(=O)Nc1cccc(-c2csc(-c3ccccc3)n2)c1` gave SRC1 TRFRET art 1829 and SRC3 TRFRET art 1554.
O=C(Cc1ccc(F)cc1)Nc1ccccc1Sc1ccccc1 was read as SRC1 TRFRET art 1784 and SRC3 TRFRET art 1454.
Screening O=C(Nc1cccc(F)c1)N1C2CCC1CC(O)(c1cccnc1)C2 (centres undefined) returned SRC1 TRFRET art 1614 and SRC3 TRFRET art 1369.
For CCOc1ccc(C(NC(C)=O)c2ccc(OC)c(OC)c2)cc1 (centres undefined) the results were SRC1 TRFRET art 1775 and SRC3 TRFRET art 1459.
`CC(=O)N/C(=C\c1ccc(F)cc1)C(=O)N(C)C` gave SRC1 TRFRET art 1967 and SRC3 TRFRET art 1682.
For Cc1cc(CNC(=O)COc2ccc(F)cc2F)c2ccccc2n1 the results were SRC1 TRFRET art 1749 and SRC3 TRFRET art 1513.
`CC(NC(=O)c1ccccc1NC(=O)c1ccncc1)c1ccccc1` (centres undefined) gave SRC1 TRFRET art 2122 and SRC3 TRFRET art 1807.
Screening O=c1oc2ccccc2cc1-c1nc2c(s1)CCc1ccccc1-2 returned SRC1 TRFRET art 1797 and SRC3 TRFRET art 1498.
For CCC1=Nc2cc(C(=O)O)ccc2Sc2ccccc21 the results were SRC1 TRFRET art 1902 and SRC3 TRFRET art 1475.
COc1cc(/C=C/C(=O)NCCN2CCOCC2)cc(OC)c1OC was read as SRC1 TRFRET art 1776 and SRC3 TRFRET art 1446.
COc1ccc(C(C)C)cc1S(=O)(=O)n1ccnc1C was read as SRC1 TRFRET art 1936 and SRC3 TRFRET art 1724.
Screening Cc1cc(NC(=S)N(CCN2CCCCC2)Cc2ccco2)ccc1Cl returned SRC1 TRFRET art 2077 and SRC3 TRFRET art 1642.
Cc1ccc(CNC(=O)CCCN2C(=S)NC(C)(C)CC2C)cc1 (centres undefined) was read as SRC1 TRFRET art 1806 and SRC3 TRFRET art 1437.
`CCCN1C(=O)/C(=N\OCC(=O)Nc2ccc(C(C)C)cc2)c2ccccc21` gave SRC1 TRFRET art 1771 and SRC3 TRFRET art 1483.
`COc1ccccc1NS(=O)(=O)c1ccc(N/N=C/c2c(C)nn(-c3ccccc3)c2N2CCCC2)c([N+](=O)[O-])c1` gave SRC1 TRFRET art 1813 and SRC3 TRFRET art 1461.
`CC1(O)N(CCC(=O)Nc2cccc(F)c2)C(=O)OC12CCCCC2` (centres undefined) gave SRC1 TRFRET art 1756 and SRC3 TRFRET art 1702.
CCOc1ccc(NC(=O)CNC(=O)c2ccc(OC)cc2)cc1 was read as SRC1 TRFRET art 1659 and SRC3 TRFRET art 1470.
O=C(COC(=O)Cc1ccsc1)Nc1ccc(S(=O)(=O)N2CCOCC2)cc1 was read as SRC1 TRFRET art 2129 and SRC3 TRFRET art 1720.
For CC(C)c1ccc2c(c1)C(c1cccs1)=NNC(c1ccncc1)=N2 the results were SRC1 TRFRET art 1764 and SRC3 TRFRET art 1778.
Screening C=CCN=C1NN=C(c2cc(C)n(CCOC)c2C)CS1 returned SRC1 TRFRET art 1571 and SRC3 TRFRET art 1592.
O=C(NCc1cccc(Cl)c1)c1cc(COc2ccc3ncccc3c2)on1 was read as SRC1 TRFRET art 1831 and SRC3 TRFRET art 1378.
Screening CCOC(=O)c1cc(-c2ccccc2)sc1NC(=O)C(C)OC(=O)c1ccncc1 (centres undefined) returned SRC1 TRFRET art 1806 and SRC3 TRFRET art 1707.
For COc1cc(N2CCCC2)c(OC)cc1C=O the results were SRC1 TRFRET art 1649 and SRC3 TRFRET art 1476.
For Cc1cc(C)nc(NC(=O)c2ccc3c(c2)OCO3)c1 the results were SRC1 TRFRET art 1575 and SRC3 TRFRET art 1502.
For NS(=O)(=O)c1cc(C(=O)NCCOc2ccccc2)c(Cl)cc1Cl the results were SRC1 TRFRET art 1819 and SRC3 TRFRET art 1728.
For CC(C)CCn1nnnc1C(c1ccccc1F)N1CCC(C(N)=O)CC1 (centres undefined) the results were SRC1 TRFRET art 1511 and SRC3 TRFRET art 1907.
CN(C)C(/C=C/Nc1ccc(Br)cc1)=C(C#N)C#N was read as SRC1 TRFRET art 1861 and SRC3 TRFRET art 1612.
Screening CCN1CC(CN(C)Cc2nc(-c3cccs3)no2)CC1=O (centres undefined) returned SRC1 TRFRET art 2036 and SRC3 TRFRET art 1701.
For Cc1nc(Nc2ccc(S(N)(=O)=O)cc2)sc1C(=O)Nc1ccccc1 the results were SRC1 TRFRET art 1777 and SRC3 TRFRET art 1683.
For CC(=O)c1nnn(-c2ccc([N+](=O)[O-])cc2)c1C the results were SRC1 TRFRET art 2011 and SRC3 TRFRET art 1662.

Ordered by molar mass (falling): part of the list above
`COc1ccccc1NS(=O)(=O)c1ccc(N/N=C/c2c(C)nn(-c3ccccc3)c2N2CCCC2)c([N+](=O)[O-])c1` gave SRC1 TRFRET art 1813 and SRC3 TRFRET art 1461.
For CC(C)CCn1nnnc1C(c1ccccc1F)N1CCC(C(N)=O)CC1 (centres undefined) the results were SRC1 TRFRET art 1511 and SRC3 TRFRET art 1907.
CCOc1ccc(NC(=O)CNC(=O)c2ccc(OC)cc2)cc1 was read as SRC1 TRFRET art 1659 and SRC3 TRFRET art 1470.

(continued)
`O=C(NNc1ccc(C(F)(F)F)cc1[N+](=O)[O-])c1ccc(NS(=O)(=O)c2ccc(F)cc2)cc1` gave SRC1 TRFRET art 1782 and SRC3 TRFRET art 1606.
For Nc1nc2ccccc2n1C(=O)c1cccs1 the results were SRC1 TRFRET art 1938 and SRC3 TRFRET art 1474.
`CC(=O)OC(C)C(=O)NS(=O)(=O)c1ccc(C)cc1` (centres undefined) gave SRC1 TRFRET art 1613 and SRC3 TRFRET art 1492.
COc1ccc(CNC(=O)CN=C2NC(=O)C(c3ccccc3)(c3ccccc3)N2)cc1 was read as SRC1 TRFRET art 1783 and SRC3 TRFRET art 1468.
O=C(Oc1ccc(/C=N/n2cnnc2)cc1)c1cccc([N+](=O)[O-])c1 was read as SRC1 TRFRET art 1791 and SRC3 TRFRET art 1687.
CC(=O)N1CCN(c2ccc(C(N)=O)cc2[N+](=O)[O-])CC1 was read as SRC1 TRFRET art 1871 and SRC3 TRFRET art 1669.
Screening COc1cc(NC(=O)CSc2ccccc2)c(C(=O)O)cc1OC returned SRC1 TRFRET art 1813 and SRC3 TRFRET art 1468.
Screening CCCOc1ccc(CN(CCC#N)C(=S)NC(=O)c2ccccc2)cc1 returned SRC1 TRFRET art 1650 and SRC3 TRFRET art 1679.
Screening CCn1c(N)c(C(=O)NC)sc1=S returned SRC1 TRFRET art 2023 and SRC3 TRFRET art 1424.
Screening Cc1cc(C(=O)COC(=O)c2ccco2)c(C)n1Cc1ccco1 returned SRC1 TRFRET art 1756 and SRC3 TRFRET art 1419.
Screening CCCCN(CC(=O)NCCOC)C(=O)Cn1nnc2ccccc21 returned SRC1 TRFRET art 1924 and SRC3 TRFRET art 1789.
O=C(N/N=C/c1ccc(Br)cc1)c1ccc(F)cc1 was read as SRC1 TRFRET art 1637 and SRC3 TRFRET art 1552.
For Cc1c(N=C2N=C(NC(=O)NC(C)(C)C)c3ccccc32)c(=O)n(-c2ccccc2)n1C the results were SRC1 TRFRET art 1910 and SRC3 TRFRET art 1399.
For Cc1cc([N+](=O)[O-])ccc1NC(=O)CN1C2CCC1CC(NC(=O)NC13CC4CC(CC(C4)C1)C3)C2 (centres undefined) the results were SRC1 TRFRET art 1758 and SRC3 TRFRET art 1613.
For NS(=O)(=O)c1ccc(Nc2nc(-c3cccc([N+](=O)[O-])c3)cs2)cc1 the results were SRC1 TRFRET art 1873 and SRC3 TRFRET art 1467.
`CCOc1ccc(N(Cc2nnc3n2CCCCC3)C(=O)Nc2cccc(C)c2)cc1` gave SRC1 TRFRET art 1794 and SRC3 TRFRET art 1695.
Screening CN1CCN(C(=O)CCc2nc3ccccc3n2-c2ccccc2)CC1 returned SRC1 TRFRET art 1930 and SRC3 TRFRET art 1809.
For Cc1ccc(/C=N/NC(=O)C2(O)c3ccccc3-c3ccccc32)o1 the results were SRC1 TRFRET art 1482 and SRC3 TRFRET art 1360.
`Cc1ccc(C)c2[nH]c(=O)c(CN(Cc3cccs3)C(=S)NCc3ccco3)cc12` gave SRC1 TRFRET art 1960 and SRC3 TRFRET art 1619.
Screening O=C(NCc1ccco1)C(c1ccc(F)cc1)N(C(=O)Cc1cccs1)c1cccnc1 (centres undefined) returned SRC1 TRFRET art 1912 and SRC3 TRFRET art 1533.
For Cc1ccc(CN2CCN(/N=C/c3cccnc3)CC2)cc1 the results were SRC1 TRFRET art 2109 and SRC3 TRFRET art 1650.
Screening O=C(CNC(=O)c1cccc(F)c1)OCC(=O)N1CCCc2ccccc21 returned SRC1 TRFRET art 1505 and SRC3 TRFRET art 1424.
CCn1c(CSc2nc(C)cc(C)n2)nnc1SCC(N)=O was read as SRC1 TRFRET art 1538 and SRC3 TRFRET art 1521.
N#Cc1nnn(-c2ccc(Cl)cc2)c1N was read as SRC1 TRFRET art 1849 and SRC3 TRFRET art 1697.
CCOC(=O)C1(Cc2ccc(Cl)cc2)CCN(Cc2cnc(N)nc2)CC1 was read as SRC1 TRFRET art 1737 and SRC3 TRFRET art 1563.
For COc1ccc(NC(=O)COC(=O)CNS(=O)(=O)c2ccc(F)c(F)c2F)cc1OC the results were SRC1 TRFRET art 1758 and SRC3 TRFRET art 1632.
`Nc1nnc(SCC(=O)Nc2ccc(Cl)c(C(=O)O)c2)s1` gave SRC1 TRFRET art 1757 and SRC3 TRFRET art 1353.
Cc1cccc(N=c2c([N+](=O)[O-])nn(-c3ccc(Cl)cc3)n2O)c1 was read as SRC1 TRFRET art 1775 and SRC3 TRFRET art 1662.
For CCc1ccc(N(CC(=O)Nc2ccc(NC(C)=O)cc2)S(=O)(=O)c2ccccc2)cc1 the results were SRC1 TRFRET art 1745 and SRC3 TRFRET art 1552.
O=C(CO/N=C/c1ccc(OC(F)F)cc1)NCc1ccco1 was read as SRC1 TRFRET art 1583 and SRC3 TRFRET art 1446.
`COc1ccc(NC(=O)c2cc(CC(C)C)on2)cc1OC` gave SRC1 TRFRET art 1688 and SRC3 TRFRET art 1189.
Cc1nc(-c2ccc3c(c2)OCCO3)cs1 was read as SRC1 TRFRET art 1657 and SRC3 TRFRET art 1462.
`Cc1cc(C)c(C)c(S(=O)(=O)N2CCN(C(=S)NCC3CCCO3)CC2)c1C` (centres undefined) gave SRC1 TRFRET art 1697 and SRC3 TRFRET art 1435.
O=C(C[n+]1cccc2ccccc21)c1ccc(NC(=O)c2ccccc2)cc1 was read as SRC1 TRFRET art 1649 and SRC3 TRFRET art 1515.
COc1cc(NC(=O)c2cc(-c3cccnc3)nc3ccc(Br)cc23)cc(OC)c1 was read as SRC1 TRFRET art 1735 and SRC3 TRFRET art 1789.
For Cn1c(NNC(=O)CCC2CCCCC2)cc(=O)n(C)c1=O the results were SRC1 TRFRET art 1794 and SRC3 TRFRET art 1543.
COc1ccc(C(=O)OCC(=O)NCCCc2ccccc2)cc1[N+](=O)[O-] was read as SRC1 TRFRET art 1655 and SRC3 TRFRET art 1686.
Screening CCOC(=O)C1C(=O)NC(c2ccccc2)=NC1c1ccc(O)c(OC)c1 (centres undefined) returned SRC1 TRFRET art 1788 and SRC3 TRFRET art 1805.

Entries above that have a thiophene ring, fused or not (8):
Screening CCOC(=O)c1sc2ncn(CC(=O)NCC3CCCO3)c(=O)c2c1C (centres undefined) returned SRC1 TRFRET art 1807 and SRC3 TRFRET art 1445.
O=C(COC(=O)Cc1ccsc1)Nc1ccc(S(=O)(=O)N2CCOCC2)cc1 was read as SRC1 TRFRET art 2129 and SRC3 TRFRET art 1720.
For CC(C)c1ccc2c(c1)C(c1cccs1)=NNC(c1ccncc1)=N2 the results were SRC1 TRFRET art 1764 and SRC3 TRFRET art 1778.
Screening CCOC(=O)c1cc(-c2ccccc2)sc1NC(=O)C(C)OC(=O)c1ccncc1 (centres undefined) returned SRC1 TRFRET art 1806 and SRC3 TRFRET art 1707.
Screening CCN1CC(CN(C)Cc2nc(-c3cccs3)no2)CC1=O (centres undefined) returned SRC1 TRFRET art 2036 and SRC3 TRFRET art 1701.
For Nc1nc2ccccc2n1C(=O)c1cccs1 the results were SRC1 TRFRET art 1938 and SRC3 TRFRET art 1474.
`Cc1ccc(C)c2[nH]c(=O)c(CN(Cc3cccs3)C(=S)NCc3ccco3)cc12` gave SRC1 TRFRET art 1960 and SRC3 TRFRET art 1619.
Screening O=C(NCc1ccco1)C(c1ccc(F)cc1)N(C(=O)Cc1cccs1)c1cccnc1 (centres undefined) returned SRC1 TRFRET art 1912 and SRC3 TRFRET art 1533.

High-throughput results: PubChem, The Scripps Research Institute Molecular Screening Center

These rows are one share of the data, so the mix of outcomes need not match the whole.
